SSB-PriA inh – inhibitors of Klebsiella pneumoniae PriA binding to SSB C-terminal tail; AlphaScreen SSBct-PriA binding, biotinylated peptide; inhibition, % at 33 µM; 0.6% of 430,000 active; in the data active means inhibition mostly above about 37%, no sharp cut-off; inactive means mostly below about 20%;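 further: plate controls were negative control peptide for no effect and reference peptide for full effect; strong numbers were not always called active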
BH1578 lux ind – induces V. cholerae light production without autoinducers; V. cholerae BH1578 lux reporter, luminescence, 6 h; activation, % at 18.7 µM; AID 588436; 0.16% of 350,000 active; in the data active means activation mostly above about 9.7%, no sharp cut-off; further: not every result past the cut was called active; inactives centre near 0; reference of the scale not given here
GDH-TPI inh – GDH-TPI coupled enzyme inhibition counter-screen; GDH-TPI coupled enzyme counterscreen, NADH absorbance; inhibition, % at 4.8 µM; 1.2% of 360,000 active; AID 588335; in the data active means inhibition above about 30%;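 further: 0% = DMSO wells and 100% = wells lacking the enzyme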
MazEF act – MazEF (E. coli) toxin RNase activation | P0AE70 | FAM/BHQ RNA-DNA oligo cleavage fluorescence, 5 h | activation, % at 20 µM | 0.32% of 350,000 active | AID 504720; in the data active means activation above about 50%
Mtb UGM inh – Mtb UDP-galactopyranose mutase inhibition | P9WIQ1 | AID 504406 | inhibition, % at 10 µM | 0.06% of 320,000 active | purified UGM, fluorescence polarization probe displacement; in the data active means inhibition above about 10%, passing the limit was not always enough
Target sequence (P9WIQ1 whole entry, looked up): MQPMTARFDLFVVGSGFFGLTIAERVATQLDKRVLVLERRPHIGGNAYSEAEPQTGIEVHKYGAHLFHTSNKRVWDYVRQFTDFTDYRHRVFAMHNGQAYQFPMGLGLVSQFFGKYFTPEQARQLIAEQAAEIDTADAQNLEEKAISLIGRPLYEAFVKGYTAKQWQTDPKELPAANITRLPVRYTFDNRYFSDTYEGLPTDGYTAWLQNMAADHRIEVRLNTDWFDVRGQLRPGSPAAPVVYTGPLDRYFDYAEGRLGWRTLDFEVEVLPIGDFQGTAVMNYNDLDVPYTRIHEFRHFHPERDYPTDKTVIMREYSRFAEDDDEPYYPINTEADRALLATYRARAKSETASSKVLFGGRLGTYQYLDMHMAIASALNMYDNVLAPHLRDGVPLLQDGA
FBA Mtb inh – inhibitors of M. tuberculosis fructose-bisphosphate aldolase; P9WQA3; purified M. tuberculosis FBA, fluorescence read-out; inhibition, % at 1 µM; 2.3% of 360,000 active; AID 588726; in the data active means inhibition above about 27%;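 further: 0% = vehicle and 100% = reference inhibitor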
Target sequence (P9WQA3 whole entry, looked up): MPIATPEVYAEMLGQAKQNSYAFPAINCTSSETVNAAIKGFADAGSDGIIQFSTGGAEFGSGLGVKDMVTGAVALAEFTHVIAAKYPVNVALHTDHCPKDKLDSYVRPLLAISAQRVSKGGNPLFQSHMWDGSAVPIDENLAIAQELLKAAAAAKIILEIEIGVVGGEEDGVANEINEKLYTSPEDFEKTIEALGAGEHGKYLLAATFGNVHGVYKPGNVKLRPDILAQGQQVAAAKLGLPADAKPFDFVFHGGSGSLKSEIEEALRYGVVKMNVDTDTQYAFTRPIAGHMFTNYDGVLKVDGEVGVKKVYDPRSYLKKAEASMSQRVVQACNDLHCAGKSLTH
Mtb BioA inh – BioA (M. tuberculosis) enzyme inhibition; purified M. tuberculosis BioA enzyme, plate reader; inhibition, % at 9.99 µM; 0.096% of 360,000 active; in the data active means inhibition above about 40%
3CLpro inhibitor – SARS-CoV 3CLpro protease inhibition; P0C6X7; recombinant SARS-CoV 3CLpro, quenched FRET peptide cleavage; inhibition, % at 6 µM; 0.14% of 290,000 active; in the data active means inhibition above about 12%
VHR inh abs – blocks human VHR1 dual specificity phosphatase; 0.52% of 290,000 active; AID 1654; P51452; inhibition, % at 13.3 µM; recombinant VHR phosphatase, pNPP absorbance; in the data active means inhibition above about 50%; further: some compounds called inactive have numbers as strong as hits
Target sequence (P51452 whole entry, looked up): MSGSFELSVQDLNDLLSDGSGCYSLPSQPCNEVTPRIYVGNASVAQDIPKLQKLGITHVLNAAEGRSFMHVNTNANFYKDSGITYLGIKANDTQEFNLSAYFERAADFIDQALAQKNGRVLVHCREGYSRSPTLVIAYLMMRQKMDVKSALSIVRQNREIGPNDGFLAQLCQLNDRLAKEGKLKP
Rv3671c protease – inhibits the M. tuberculosis serine protease Rv3671c. inhibition, % at 5.96 µM. P9WHR9. AID 2606. 0.048% of 320,000 active; in the data active means inhibition above about 38%;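 further: extracellular domain of Rv3671c used as enzyme; 0% = enzyme with DMSO and 100% = no enzyme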
Active calls of the source: *; i = inactive; nt = no result given. A portion of the library; rates above refer to the full screens.

canonical_smiles,SSB-PriA inh,Mtb UGM inh,Rv3671c protease,GDH-TPI inh,FBA Mtb inh,BH1578 lux ind,Mtb BioA inh,MazEF act,3CLpro inhibitor,VHR inh abs
Cc1cc(=O)n2nc(-c3ccccc3)sc2c1C#N,-0.7,0.0,-1.4,19.8,3.0,nt,-0.2,-4.4,-3.5,10.4
COc1ccc(S(=O)(=O)NCCC(=O)OCc2cc(=O)oc3cc(C)ccc23)cc1[N+](=O)[O-],-11.1,nt,nt,6.0,1.4,-0.5,-0.3,-5.2,nt,nt
CC(C(=O)N1CCCCC1)n1sc2ccccc2c1=O (configuration not stated),3.8,-0.5,1.4,-0.6,-0.8,i,0.0,7.0,-3.2,8.8
O=C(NC1CCSc2ccccc21)c1cccc(Br)c1 (configuration not stated),-5.8,-1.0,-8.8,6.0,2.9,-1.7,-3.1,-5.2,-0.2,-3.0
O=c1[nH]c(SCc2ccc(OC(F)(F)F)cc2)nc2c1CCC2,nt,nt,nt,9.0,0.9,-0.7,1.9,nt,nt,nt
CC1CC(NC(=O)c2ncn[nH]2)CC(C)(C)C1 (configuration not stated),-1.3,-1.5,-6.9,0.8,1.1,i,1.0,4.0,-1.0,6.2
C=C(C)C(O)Cc1c(OC)ccc(C(=O)/C=C/c2ccc(O)cc2)c1O (configuration not stated),0.7,nt,-6.1,16.7,-3.6,-0.5,-1.2,-22.4,nt,nt
COC(=O)N1C(=O)[C@](c2ccccc2)(C(C)C)N1C(=O)OC,13.1,3.2,-2.5,6.2,1.4,-4.5,-0.7,8.8,-0.6,29.1
Cc1ccc(S(=O)(=O)Oc2ccccc2/C=N/N=C(N)N)cc1,nt,-2.7,0.0,-0.3,5.4,i,2.6,-5.8,2.0,-16.9
CCOC(=O)C(NCCc1ccccc1)(NC(C)=O)C(F)(F)F (configuration not stated),-4.8,1.4,-4.8,5.0,3.7,-0.3,nt,7.5,-1.1,20.8
O=C(NCCc1ccc(F)cc1)Nc1ccc([N+](=O)[O-])cc1,-7.9,2.8,nt,14.5,-1.6,-0.9,5.5,1.6,-2.1,3.6
O=C(NCc1ccco1)/C(=C\c1cccc([N+](=O)[O-])c1)NC(=O)c1ccco1,8.6,0.1,-5.2,16.8,0.9,-0.1,-0.1,2.1,2.1,-9.9
C=CC(n1cncn1)C(O)(c1ccccc1)c1ccccc1 (configuration not stated),-9.4,1.7,3.5,3.5,-0.1,0.4,-1.2,0.7,nt,nt
CC(C)(C)c1ccc(OCC(O)CN2CCN(C(=O)c3ccccc3)CC2)cc1 (configuration not stated),1.8,-2.5,6.9,6.4,1.8,-0.7,2.3,2.9,1.0,24.9
CCCOc1ccc(N2C(=O)CC(N3CCN(c4nc5ccccc5s4)CC3)C2=O)cc1 (configuration not stated),-18.2,-1.9,-2.3,6.0,3.9,i,-0.6,-29.6,2.7,2.0

A few values from the entries so far:
COC(=O)N1C(=O)[C@](c2ccccc2)(C(C)C)N1C(=O)OC in MazEF act → 8.8
C=CC(n1cncn1)C(O)(c1ccccc1)c1ccccc1 (configuration not stated) in GDH-TPI inh → 3.5

Going on with the list:
canonical_smiles,SSB-PriA inh,Mtb UGM inh,Rv3671c protease,GDH-TPI inh,FBA Mtb inh,BH1578 lux ind,Mtb BioA inh,MazEF act,3CLpro inhibitor,VHR inh abs
O=C(Nc1nc2ccccc2n1CCN1CCCCC1)c1ccc(Cl)cc1,nt,1.1,-3.2,nt,nt,nt,nt,nt,2.0,19.6
CS(=O)(=O)N(Cc1ccco1)Cc1ccccc1Cl,-9.8,0.8,1.0,-1.0,-2.5,i,-1.1,-2.4,1.8,-19.2
O=C(O)CCCC(=O)OCCCCc1cccs1,-5.2,0.8,-1.2,-2.9,-1.1,-4.2,-2.6,3.4,2.2,27.9
Cc1ccc(SCCOCCN2CCOCC2)cc1,-2.4,1.6,-3.5,-1.9,0.9,i,-0.7,-9.3,-2.9,-46.4
CC(=O)Cc1c[nH]c2ccccc12,nt,2.4,5.8,nt,nt,nt,nt,nt,3.9,5.0
Cc1noc(C)c1COC(=O)CCCNC(=O)c1ccc(Cl)cc1,-8.3,-1.5,3.2,-1.6,-0.7,-0.9,2.8,8.3,6.0,13.1
COC(=O)CSc1nnc(-c2ccncc2)n1N,-11.2,1.8,4.1,-10.9,8.8,-2.0,1.8,4.5,-3.0,28.7
CCOC(=O)N1CCN(C(=O)CSc2nnc(CNC(=O)c3c(F)cccc3Cl)o2)CC1,-25.1,3.0,3.8,-1.2,-8.2,-2.0,-0.6,-0.9,-3.3,32.9
Cc1ccc(NC(=S)NCc2ccccc2)cc1S(=O)(=O)N1CCCCC1,2.0,3.2,-18.6,2.6,1.6,-0.4,nt,1.6,2.4,14.4
Cn1c(CCNC(=O)c2ccco2)nc2cc([N+](=O)[O-])ccc21,-3.1,-1.9,-2.2,9.9,-0.2,-1.7,0.2,-1.5,-4.8,10.5
CCC1(CC)C(=O)NC(=O)NC1=Nc1cccc(OC)c1,-0.6,-1.5,7.1,3.0,0.5,0.5,-1.6,3.3,2.3,40.4
Cc1ccc(OCC(=O)NC2CCS(=O)(=O)C2)c(C)c1 (configuration not stated),-5.9,2.3,nt,-0.3,-0.5,-0.5,-1.4,3.5,-3.0,-4.0
CC1(C)Cc2c(cnn2-c2cccc(F)c2)C(NC(=O)CSc2ccccn2)C1 (configuration not stated),-14.1,4.3,-5.4,4.8,0.2,i,8.9,-3.8,-0.1,39.1
COc1ccc(NC(=O)c2cc3c(=O)n(C)c4ccccc4c3n2C)cc1Cl,-15.9,-1.0,-5.6,-1.0,-0.7,i,nt,-43.7,3.3,2.5
CNc1ncnc2c1ncn2[C@H]1CN(Cc2ccc(F)cc2)C[C@@H](CO)O1,nt,nt,nt,13.3,1.2,i,-1.7,nt,nt,nt

Profiles as entered above. Values in the order: SSB-PriA inh, Mtb UGM inh, Rv3671c protease, GDH-TPI inh, FBA Mtb inh, BH1578 lux ind, Mtb BioA inh, MazEF act, 3CLpro inhibitor, VHR inh abs
COC(=O)CSc1nnc(-c2ccncc2)n1N as listed: -11.2, 1.8, 4.1, -10.9, 8.8, -2.0, 1.8, 4.5, -3.0, 28.7
CC(=O)Cc1c[nH]c2ccccc12 as listed: nt, 2.4, 5.8, nt, nt, nt, nt, nt, 3.9, 5.0

(further entries)
canonical_smiles,SSB-PriA inh,Mtb UGM inh,Rv3671c protease,GDH-TPI inh,FBA Mtb inh,BH1578 lux ind,Mtb BioA inh,MazEF act,3CLpro inhibitor,VHR inh abs
CO/N=C(/CNC(=O)c1cccc(Cl)c1)c1ccc(Cl)cc1,nt,1.6,4.9,-0.9,7.8,12.5,nt,5.4,3.9,18.9
COCCN(CCOc1cc(C)cc(C)c1)Cc1ccc(Cl)cc1,-12.4,-1.6,-16.7,-1.3,1.9,-0.4,-0.5,-4.6,-4.2,-1.2
COc1ccc(CN(CC(=O)NCc2ccccc2)C(=O)CCC(=O)Nc2nccs2)cc1,-2.3,0.1,4.9,1.5,1.3,-0.2,0.3,3.4,1.5,-17.1
CCn1ncc(C2=NOC(C(=O)NCC(C)C)C2)c1C (configuration not stated),3.9,-0.7,4.0,3.4,-10.9,-3.2,nt,8.8,2.1,32.9
O=C(OCC1O[C@@H](OC(=O)c2cc(O)c(O)c(O)c2)[C@@H](OC(=O)c2cc(O)c(O)c(O)c2)[C@@H](OC(=O)c2cc(O)c(O)c(O)c2)[C@@H]1OC(=O)c1cc(O)c(O)c(O)c1)c1cc(O)c(O)c(O)c1 (some centres not stated),nt,-0.1,-107.0,nt,nt,nt,nt,nt,-1.6,26.3
COc1ccc2cc(C(=O)N3CCN(c4ccccc4OC)CC3)[nH]c2c1,9.8,0.7,-0.8,5.9,2.3,-0.3,1.8,-4.8,-1.2,1.0
OC(CNC1CCCCC1)CON=C1CCSc2c(Cl)cccc21 (configuration not stated),nt,nt,nt,-2.2,0.1,-0.6,2.4,25.3,nt,nt
Cc1ccc(NC(=O)CSc2ccc3c(c2)OCCO3)nc1,1.5,-2.5,-7.0,0.3,-1.5,-0.3,-0.5,6.9,nt,nt
CC(C)(C)SCCNC(=O)CN1C(=O)c2ccccc2S1(=O)=O,-20.5,2.5,1.1,0.5,-2.0,-0.2,-1.2,9.5,-3.2,20.9
CC(=O)Nc1sc(N/N=C\c2ccc(O)cc2)nc1-c1cccs1,nt,-1.1,0.2,43.9*,-0.5,-0.8,nt,7.7,-0.3,9.0
COc1ccccc1N1CCN(/N=C/c2cccc(O)c2)CC1,nt,3.8,0.9,3.9,-5.2,-0.2,nt,-1.9,1.8,12.9
CCCN(CCC)c1nc(C)cc(C(C#N)c2nc3ccccc3o2)n1 (configuration not stated),nt,1.0,-2.4,nt,nt,nt,nt,nt,1.9,12.7
O=C(CN(C(=O)CNS(=O)(=O)c1ccc(F)cc1)c1ccccc1)NCc1ccco1,-7.4,2.5,-6.0,-7.3,-1.2,i,-1.9,3.0,-4.4,1.8
COc1ccc(C2C(C#N)=C(N)Oc3cc(C)n(Cc4ccco4)c(=O)c32)cc1 (configuration not stated),-4.3,-0.1,2.3,10.6,-5.2,-1.5,-3.7,-48.2,1.4,26.9
COC(=O)CSc1nnc(COc2ccc([N+](=O)[O-])cc2)n1C,-2.6,3.2,18.9,1.9,0.1,-0.8,nt,5.1,2.8,18.2
Cc1ccccc1-n1c(CNc2ccccc2)nc2ccccc2c1=O,-8.1,-0.8,7.3,-3.0,2.1,i,-0.2,-3.9,nt,nt
CCNC(=S)N/N=C/c1cc(Br)cc(Br)c1OC,nt,2.3,-5.3,29.9,0.9,i,-2.1,26.2,3.1,-14.7
Cc1cc(NS(=O)(=O)c2ccc(NC(=O)COc3cc(C)c(Cl)c(C)c3)cc2)no1,-8.7,-0.4,-27.3,1.0,-4.7,-0.7,-2.1,-2.5,nt,nt
O=C(c1ccccc1)N1N=C(c2ccc(F)cc2)CC1(O)C(F)(F)F (configuration not stated),16.3,-1.0,9.0,3.9,3.4,-0.5,nt,4.0,0.5,-5.3
CCN(CC)S(=O)(=O)c1ccc(N2CCCC2)c(NC(=O)c2nn(C)c(=O)c3ccccc23)c1,0.1,1.0,-2.8,13.7,-0.1,i,-0.6,-8.2,nt,nt
CC(C)N(Cc1nc(-c2ccccc2)no1)C(=O)C1CCCCC1,-15.1,-1.8,-3.1,-3.7,2.5,-0.2,-0.3,-1.0,3.7,-12.9
CCOCCCNC(=O)CN1C(=O)CSc2ccccc21,-5.3,-1.6,-3.1,7.5,1.9,-0.3,-1.3,-1.2,3.8,3.9
O=C(O)c1cccc(COc2ccc3c(c2)CCC3)c1,-5.7,0.0,0.4,-10.0,2.7,i,0.6,1.3,4.0,-29.3

Screening results from PubChem.
